Akt phos inh: blocks phosphorylation of Akt; AID 651550; activity change, % for hits at 50 µM; hit rate 0.32% among 360,000; Neuro2A IGF-stimulated pAkt S473 HTRF, 20 min; hits give low values; in the data active means activity change below about -80%; inconclusive means mostly about -51% to -80%; further: on the % scale 0 is the no-effect control and ±100 the full control effect
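Neuro2A cells in DMEM with 0.5% FBS, overnight at 37 deg C, given compound at single 50 µM final, then IGF (6 nM final) for 20 min at 37 deg C. Lysed; phospho-Akt Ser473 by HTRF after 24 h, 665/615 ratio.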
TGFb SMAD3 inh: blocks TGF-b signaling; HepG2 CAGA-GFP TGF-b/SMAD3 reporter, GFP fluorescence, 18 h; TGF-beta stimulated, 500 pg/mL final; Potency, µM (doses to about 46.1 µM), for the others: top-dose activity, negative = inhibition, usual class: inhibitors; hit rate 1.2% among 410,000; AID 588855; further: potency means the concentration at half of the fitted maximal effect; on the % scale 0 is the no-effect control and ±100 the full control effect; nearly all actives have a fitted effect of over 65% in size
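Smad-responsive CAGA-GFP expression was quantified in HEPG2 cells exposed to compounds and 500 pg/mL final TGF-beta for 18 h at 37 degrees C; unstimulated wells defined full inhibition.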
Abeta rescue: compounds reversing amyloid beta toxicity in yeast. Potency, µM (top dose mostly 46.1 µM), inactives show at the top dose growth rescue, hits mostly activators. hit rate 0.063% among 410,000. yeast expressing A-beta42, growth rescue, OD600, 48 h; response scale: 0% DMSO, 100% iron-clioquinol control; further: potency means the concentration at half of the fitted maximal effect; nearly all actives have a fitted effect of over 55% in size
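Yeast A-beta toxicity model in growth medium with pinned compounds, 48 h at 30 C; growth read as absorbance at 600 nm. Normalized to FeCl3/clioquinol equimolar mix (positive) and DMSO (negative).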
Mm-Cpn inhibitor: M. maripaludis TRiC chaperonin inhibition. hit rate 0.031% among 330,000. purified Mm-Cpn ATPase, ADP Transcreener TR-FRET. Potency, µM (doses to about 76.9 µM), for the others: at the highest dose activity, negative = inhibition, usual class: inhibitors. AID 504842; further: potency means the concentration at half of the fitted maximal effect; on the % scale 0 is the no-effect control and ±100 the full control effect; nearly all actives have a fitted effect of over 80% in size
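25 nM Mm-CPN + cpd, 10 min 37°C; + 10 uM ATP, 30 min 37°C; buffer 30 mM Tris pH 7.4, 100 mM KCl, 5 mM MgCl2, 1 mM DTT; Transcreener ADP HTRF detection 30 min RT.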
CCT modulator: modulators of cytosolic chaperonin (CCT/TRiC) activity | hit rate 0.3% among 360,000 | purified chaperonin ATPase assay, HTRF ADP detection, 30 min | activity change, % (concentration not given with the values), hits read low; in the data active means activity change below about -30%; further: on the % scale 0 is the no-effect control and ±100 the full control effect
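Enzyme 40 or 20 nM (batch-dependent) in Tris pH 7.4/KCl/MgCl2/DTT; cpd 76 uM single point; ATP 10 uM; 30 min 37 °C; Transcreener ADP HTRF detection, 30 min RT; ratio 665/615.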
Nrf2 activator: Nrf2 pathway activation; AREc32 ARE-luciferase reporter (MCF7-derived line), luminescence, 24 h; Potency, µM (doses to about 46.1 µM), for the others: at the highest dose activation, actives largely listed as activators; hit rate 0.31% among 410,000; AID 624171; further: potency means the concentration at half of the fitted maximal effect; % of control where 0% means no effect; nearly all actives have a fitted effect of over 65% in size
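ARE-driven firefly luciferase activity in AREc32 cells measured after a 24 hr compound exposure at 37 deg C, using Steady-Glo reagent and a 30 min room-temperature hold.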
Nrf2 block: Nrf2 pathway inhibition; A549 ARE-Fluc reporter, luciferase luminescence, 18-24 h; Potency, µM (series often up to 46 µM), for the others: top-dose activity change, negative = inhibition, usual class: inhibitors; hit rate 2.1% among 360,000; further: potency means the concentration at half of the fitted maximal effect; on the % scale 0 is the no-effect control and ±100 the full control effect; nearly all actives have a fitted effect of over 60% in size
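Two sequential reads on A549 ARE_Fluc cells exposed to compound for 18-24 h: a CellTiter-Fluor fluorescence read for viability, then a luciferase luminescence read for Nrf2/ARE activity.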
A549 viability: kills or reduces viability of A549 cells in Nrf2 counter-screen | hit rate 0.16% among 390,000 | Potency, µM (titrated, usually from 46 µM), without a hit: at the highest dose activity change, negative = cytotoxicity, usual class: inhibitors | A549 ARE-Fluc cells, CellTiter-Fluor viability, 18-24 h; further: potency means the concentration at half of the fitted maximal effect; on the % scale 0 is the no-effect control and ±100 the full control effect
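Cytotoxicity counterscreen: CellTiter-Fluor fluorescence was measured in A549 ARE_Fluc cells after 18-24 h of compound exposure in a concentration series. The subsequent BugLite luminescent read reports ARE-luciferase activity.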
HepG2 tox: counter-screen for TGF-b inhibitors: cytotoxicity in HepG2 cells | hit rate 0.76% among 410,000 | HepG2 CAGA-GFP viability, ATP luminescence, 18 h | Potency, µM (doses to about 46.1 µM), for the others: at the top dose activity change, negative = cytotoxicity, most hits filed as cytotoxic; further: potency means the concentration at half of the fitted maximal effect; some results filed as inactive show a strong effect at the top dose
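HepG2 CAGA-GFP cells (1000/well, DMEM with 1% FBS) received compound, then TGF-beta at 500 pg/mL final, and were incubated 18 hours at 37 degrees C. Viability was read by CellTiter-Glo luminescence. Media-only wells were set as complete cell-killing and DMSO as no toxicity.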
Starred values were filed as active, the others as inactive; i = inactive; ? = inconclusive; . = no result given; & = joins results of further samples; [ ] = remark or other dose. Unless noted, the call rests on the fitted dose curve; in most records, active means well fitted curve in the direction sought with a large enough effect; inconclusive means small, poorly fitted or top-dose-only effect, or another doubt; inactive means no such curve, though single readings can be large; an effect the other way counts as inactive or inconclusive.

item | smiles | Akt phos inh | TGFb SMAD3 inh | Abeta rescue | Mm-Cpn inhibitor | CCT modulator
1 | C=CCNC(=O)c1c(Cl)cccc1Cl | i | ? | -3% | -2% | -1.4
2 | CCc1ccc(OCC(=O)Nc2ccc(-c3nc4ncccc4o3)cc2)cc1 | . | -4% | -7% | . | .
3 | CCc1nc2c(OCCOc3ccccc3)cccn2c1N(C)C(=O)c1ccc(OC)cc1 | i | 0% | -13% | . | 0.7
4 | CCOC(=O)CC(Nc1nc(N2CCOCC2)nc(N2CCOCC2)n1)c1ccccc1Cl (stereo unspecified) | i | 0% | 33% | -1% | 1.0
5 | Cn1c(CC(=O)Nc2cccc(Cl)c2Cl)nnc1SCC(=O)NC1=NCCS1 | i | 8% | -19% | 2% | -1.6
6 | CC1CCC(NC(=O)Cn2c3c(c(-c4ccccc4Cl)cc2=O)CCC3)CC1 (stereo unspecified) | i | 0% | -20% | -2% | -1.1
7 | CCCCn1c(N)c(N(CC(C)C)C(=O)c2oc3ccc(OCC)cc3c2C)c(=O)[nH]c1=O | i | -13% | -5% | -1% | 1.5
8 | COc1ccc(OC)c(NC(=O)CC2(CC(=O)O)CCCC2)c1 | i | -11% | -12% | 1% | -1.2
9 | Cn1c(=O)c2c(-c3ccccc3)n(-c3ccccc3)cc2n(C)c1=O | i | 16% | -23% | . | -1.5
10 | Cc1nnc(-c2cnn(C)c2N)n1Cc1ccc(Cl)cc1 | i | 2% | 16% | 0% | -0.5

item | Nrf2 activator | Nrf2 block | A549 viability | HepG2 tox
1 | -0.7% | 2% | 2% | -11%
2 | -0.3% | 8% | 0% | -12%
3 | 0.3% | . | . | -8%
4 | 4.0% | . | 13% | -5%
5 | -0.6% | 3% | 0% | 9%
6 | 7.0% | ? | 5% | -29%
7 | 7.2% | -12% | -18% | 6%
8 | 0.0% | -5% | -5% | -9%
9 | -1.0% | . | . | -32%
10 | -0.3% | 17% | -1% | -12%

item | smiles | Akt phos inh | TGFb SMAD3 inh | Abeta rescue | Mm-Cpn inhibitor | CCT modulator
11 | COC(=O)CCC(=O)OC1(C)C(=O)C2=CN(CCCOC(C)C)C(c3ccc(OC)cc3)=CC2=C(Br)C1=O (stereo unspecified) | i | -9% | -10% | -5% | -1.1
12 | CCN1CCN(CCCNC(=O)Cn2c(-c3cccs3)cc3ccccc32)CC1 | . | -3% | 10% | . | .
13 | Cc1ccc(NC(=O)CN(C)C(=O)Cn2cc(C(F)(F)F)cc(Cl)c2=O)cc1 | i | 1% | -19% | -1% | 1.2
14 | COc1ccc(C2C(=O)c3ccccc3C2=Nc2ccc(Br)cc2)cc1 (stereo unspecified) | i | 5% | 13% | -10% | -3.9
15 | Cc1cccc(NC(=O)CSc2nnc(-c3cc(C)n(-c4ccccc4)c3C)o2)c1C | i | -8% | 4% | -1% | -2.1
16 | CCn1c2ccccc2c2cc(NC(=O)COC(=O)c3cccc(S(=O)(=O)NC)c3)ccc21 | i | -7% | -3% | -2% | -0.9
17 | N#C/C(=C(/O)CN1CCCC1)c1nc(-c2ccccc2)cs1 | i | 2% | -5% | -2% | -3.6
18 | Cc1ccc(S(=O)(=O)N2[C@@H](c3ccc(F)cc3)C(C(=O)O)=C[C@H]2CC2CCCC2)cc1 | i | -20% | 0% | -1% | -1.6
19 | CCc1ccc(-c2cc(C(=O)N/N=C/c3c[nH]c4ccccc34)[nH]n2)cc1 | i | ? | 20% | 0% | -2.2
20 | N#CCSc1nc(-c2ccccc2)nc2ccc(F)cc12 | i | -2% | -11% | 0% | -1.0

item | Nrf2 activator | Nrf2 block | A549 viability | HepG2 tox
11 | 0.9% | -6% | -17% | -1%
12 | 6.3% | -18% | -18% | -2%
13 | 3.2% | -9% | -11% | 4%
14 | 0.5% | -22% | ? | -4%
15 | -0.2% | 0% | 9% | -23%
16 | -0.2% | -5% | 14% | -10%
17 | -0.1% | ? | 0% | 5%
18 | -0.4% | -31% | -2% | -1%
19 | 4.7% | ? | -11% | -73%
20 | 0.3% | -1% | 2% | 3%

A portion of the results above:
item | smiles | Akt phos inh | TGFb SMAD3 inh | Abeta rescue | Mm-Cpn inhibitor | CCT modulator
19 | CCc1ccc(-c2cc(C(=O)N/N=C/c3c[nH]c4ccccc34)[nH]n2)cc1 | i | ? | 20% | 0% | -2.2
20 | N#CCSc1nc(-c2ccccc2)nc2ccc(F)cc12 | i | -2% | -11% | 0% | -1.0

item | Nrf2 activator | Nrf2 block | A549 viability | HepG2 tox
19 | 4.7% | ? | -11% | -73%
20 | 0.3% | -1% | 2% | 3%

Additional results follow:
item | smiles | Akt phos inh | TGFb SMAD3 inh | Abeta rescue | Mm-Cpn inhibitor | CCT modulator
21 | CC(C)(C)Nc1nc(NC(C)(C)C)nc(-n2ccnc2)n1 | i | -7% | 5% | -3% | 1.5
22 | CCCN(CCC)CC(O)CN1C(=O)NC(C)(C)C1=O (stereo unspecified) | i | -27% | -10% | 3% | -1.3
23 | CCCCn1nc(C(=O)N(C)C2CCCCC2)c2ccccc2c1=O | i | -13% | -23% | 0% | -0.1
24 | CCOC(=O)c1c2n(c3ccc(O)cc13)CCC2 | i | ? | 18% | -2% | 0.2
25 | COC(=O)CNC(=O)c1ccc2c(c1)S(=O)(=O)c1ccccc1C2=O | i | 0% | -3% | 0% | -0.5
26 | N#CC(C#N)=NNc1ccc2cn[nH]c2c1 | i | ? | -17% | . | 1.1
27 | COc1ccc(O)c(/C=N/n2c(-c3ccco3)csc2=Nc2cccnc2)c1 | i | ? | -6% | 0% | -2.5
28 | Cc1ccc(Cl)cc1NC(=O)CSc1nc2ccccc2c2nc(-c3ccccc3)nn12 | . | 9% | -4% | . | .
29 | COc1ccc(N2CCN(C(=O)COCc3cc(-c4ccc5c(c4)OCO5)on3)CC2)cc1 | i | -2%&-3% | -3%&-9% | 2% | 0.5
30 | CC(=O)NCCNC(=O)C1(C)Cc2c(-c3ccc(C(N)=O)cc3)ccnc2O1 (stereo unspecified) | i | 27% | -8% | . | 1.3

item | Nrf2 activator | Nrf2 block | A549 viability | HepG2 tox
21 | 0.0% | -5% | -4% | -27%
22 | -0.1% | 16% | -1% | -17%
23 | 0.1% | ? | -9% | -19%
24 | -0.2% | 25% | 3% | 1%
25 | 2.0% | -8% | -1% | 8%
26 | -3.0% | . | . | -28%
27 | 16% | -13% | -2% | -39%
28 | -0.1% | . | 3% | -10%
29 | -0.4%&-1.4% | -17%&0% | 2%&4% | -8%&-3%
30 | -0.7% | . | . | 4%

item | smiles | Akt phos inh | TGFb SMAD3 inh | Abeta rescue | Mm-Cpn inhibitor | CCT modulator
31 | C=C1CCC[C@]2(C)C[C@H]3OC(=O)C(CN[C@@H](C)c4ccccc4)[C@H]3CC12 (stereo partly specified) | i | 8% | 23% | 0% | -1.2
32 | Cc1ccc(CNC(=O)Cn2ncc3c([nH]c4ccc(C)cc43)c2=O)cc1 | . | ? | -8% | . | .
33 | COCO/C=C(\NC(C)=O)c1ccccc1 | i | 5% | 7% | 0% | 0.5
34 | COc1ccc(CCNC(=O)Cc2ccc(NC3=NC4CS(=O)(=O)CC4S3)cc2)c(OC)c1 (stereo unspecified) | i | -1% | 7% | 0% | 0.7
35 | CCC(=O)c1ccc(OCC(=O)NNC(=O)c2cc(C)oc2C)cc1 | i | -6% | -4% | -6% | -0.5
36 | O=C(N/N=C/c1cc2c(cc1Br)OCO2)c1c[nH]c2ccccc12 | i | 14% | 2% | 0% | -5.1
37 | CC(=O)Nc1ccc2c(c1)nc(CCN1CCC(C)CC1)n2C | i | 0% | 2% | 0% | -4.5
38 | Cc1ccc(CSCC(=O)Nc2ccccc2C(=O)O)cc1 | i | -1% | 1% | 1% | 0.4
39 | CCOC(=O)c1c(C)oc2ncnc(N3CCN(c4ccccc4F)CC3)c12 | . | 0% | -36%[inhibitor] | . | .
40 | c1ccc2[nH]c(CN3CCN(c4ncnc5c4oc4ccccc45)CC3)nc2c1 | i | ? | 6% | 0% | 0.0

item | Nrf2 activator | Nrf2 block | A549 viability | HepG2 tox
31 | ? | ? | 1% | -11%
32 | -0.2% | 19% | -2% | 1%
33 | -0.8% | -1% | -1% | -1%
34 | 0.3% | 11% | 1% | 6%
35 | 1.4% | ? | 9% | -39%
36 | 3.6% | -13% | -16% | -8%
37 | -0.1% | . | 6% | 1%
38 | -0.8% | ? | -9% | -30%
39 | 3.9% | . | 11% | -27%
40 | 3.7% | -12% | -5% | -5%

item | smiles | Akt phos inh | TGFb SMAD3 inh | Abeta rescue | Mm-Cpn inhibitor | CCT modulator
41 | NC(=O)C1CC(=O)N(c2ccc(OCc3ccc(Cl)cc3)cc2)C1 (stereo unspecified) | i | 6% | -14% | 0% | 0.0
42 | CC(C(=O)N1CCc2ccccc21)N1CCN(S(=O)(=O)c2ccc(C(F)(F)F)cc2)CC1 (stereo unspecified) | i | 0% | 14% | 0% | -3.1
43 | N#CCc1ccc(NS(=O)(=O)c2ccc(C3CCCCC3)cc2)cc1 | i | -19% | 17% | 3% | -1.8
44 | Cn1c(=O)c2[nH]c(-c3ccccc3Cl)c(O)c2n(C)c1=O | i | 14% | -4% | -1% | 1.1
45 | CCCCn1c(N)c(N(CCC(C)C)C(=O)c2c(C)noc2C)c(=O)[nH]c1=O | i | 0% | 4% | 0% | -0.3

item | Nrf2 activator | Nrf2 block | A549 viability | HepG2 tox
41 | 6.1% | ? | -2% | 4%
42 | 0.1% | -8% | 5% | -1%
43 | 3.5% | ? | -10% | -22%
44 | 18% | ? | -3% | 19%
45 | -0.1% | 5% | -4% | -9%

Screens (PubChem BioAssay)

The order is random, and some 4.3% of all compounds hit somewhere here.
